Screening results (PubChem BioAssay)
NR5A2 inv ag: suppresses constitutive activity of human LRH-1; actives 0.13% (n = 360,000); AID 602396; HEK293T StAR-luciferase reporter, LRH-1 transfected, 24 h; inhibition, % at 3.6 µM; O00482;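 active = inhibition above the mean inhibition of all tested compounds plus 3 SD, cut at about 73% in these data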;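 note: 0% = DMSO wells and 100% = reporter-only cells lacking LRH-1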
NOD2-RIPK2 inh: blocks binding of human NOD2 to RIPK2; O43353; AID 624267; actives 0.38% (n = 360,000); inhibition, % at 4.98 µM; CHO BLA complementation NOD2-RIPK2, CCF4 ratio; in the data active = inhibition above about 21%;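 note: 0% = vehicle only and 100% = reference blocker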
NCOA2 inhibitor: inhibits human steroid receptor coactivator 2; Q15596; HEK293 GAL4-SRC2 luciferase reporter, luminescence; inhibition, % at 9 µM; actives 0.17% (n = 370,000); AID 651957;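 active = inhibition above the mean inhibition of all tested compounds plus 3 SD, set per campaign, cut at about 52% in these data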;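 note: 0% = DMSO treated cells and 100% = cells given Gossypol at 36 µM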
NCOA3 inh: human NCOA3 inhibition; Q9Y6Q9; HEK293 GAL4-SRC3 luciferase reporter, luminescence; inhibition, % at 3.6 µM; actives 0.17% (n = 360,000); AID 588352;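 active = inhibition above a per-campaign cutoff, the mean of all compounds plus 3 SD, cut at about 60% in these data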;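 note: 0% = DMSO-treated cells and 100% = gossypol-treated cells at 36 µM; higher means less SRC3-driven luciferase light from the GAL4 reporter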
ABHD5-PLIN5 inh: ABHD5-PLIN5 protein interaction inhibition. Split G. princeps luciferase complementation, luminescence, 4 h. inhibition, % at 4 µM. actives 0.78% (n = 360,000). AID 602281;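 active = inhibition above the mean inhibition across every tested compound plus 3 SD, cut at about 22% in these data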;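 note: 0% = DMSO only wells and the 100% control is not disclosed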
TWEAK Fn14 block: blocks TWEAK-Fn14 interaction in a reporter cell assay; inhibition, % at 10 µM; TWEAK-stimulated Fn14 reporter cells, luciferase luminescence, 8 h; actives 2% (n = 360,000); in the data active = inhibition above about 50%
Granule exo inh: lytic granule exocytosis inhibition | TALL-104 LAMP-1 surface exposure, flow cytometry; cells stimulated with thapsigargin and PMA | inhibition, % at 10 µM | actives 0.66% (n = 360,000);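 active = inhibition above about 55%, limit read from the data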
NR2F2 inh: blocks human COUP-TFII nuclear receptor; HEK293T NGFI-A luciferase reporter, luminescence; inhibition, % at 8.6 µM; actives 0.7% (n = 370,000); P24468;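 active = inhibition above a per-plate cutoff, mean inhibition of test wells between control levels plus 3 SD, cut at about 38% in these data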;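 note: cells cotransfected with COUP-TFII expression vector driving the NGFI-A reporter; 0% = median of COUP-TF2 test wells and 100% = reporter-only cells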
TLR9-MyD88 block: blocks human TLR9 binding to MyD88 | inhibition, % at 4.98 µM | CHO BLA complementation TLR9-MyD88, CCF4 FRET ratio | AID 504734 | actives 0.21% (n = 340,000);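 active = inhibition above the mean over all tested compounds plus 3 SD, cut at about 21% in these data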;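 note: 0% = DMSO only wells and 100% = clavulanate BLA inhibitor control wells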
TROY signal inh: inhibitors of TROY-dependent NF-kB signaling; Q293 LMP1-TROYcd NF-kB luciferase reporter, 4 h; inhibition, % at 10 µM; actives 0.98% (n = 360,000); AID 1347056;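 active = compounds whose plate-normalised and pattern-corrected inhibition of the luciferase reporter signal at the single screening dose is 50% or more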
SRC1 inh: inhibits human SRC1 coactivator | Q15788 | HEK293 GAL4-SRC1 luciferase reporter, luminescence | inhibition, % at 3.6 µM | actives 0.12% (n = 360,000);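 active = inhibition above the campaign mean plus 3 SD, with each screening campaign given its own cutoff, cut at about 60% in these data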;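 note: 0% = DMSO treated cells and 100% = gossypol at 36 µM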
* hit, by the source's call; / = no result given; & = joins results of further samples.

SMILES	NR5A2 inv ag	NOD2-RIPK2 inh	NCOA2 inhibitor	NCOA3 inh	ABHD5-PLIN5 inh	TWEAK Fn14 block	Granule exo inh	NR2F2 inh	TLR9-MyD88 block	TROY signal inh	SRC1 inh
O=C(NNS(=O)(=O)c1ccccc1)c1ccc(S(=O)(=O)N2CCCCC2)cc1	8	1	22	-7	7	18	5	3	1	-14	9
COc1ccc(C2CC(=O)c3cnn(-c4nc(C)cc(C)n4)c3C2)cc1OC (stereo not given)	16	-5	-9	-5	-2	3	18	13	6	4	3
Cc1ccc2c(c1)N(C(=O)CCC(=O)O)CCO2	-2	-2	-24	-1	5	-9	4	-3	-3	-5	6
Cc1ccc(NS(=O)(=O)c2cccc(C(=O)N/N=C/c3ccc4c(c3)OCCO4)c2)c(C)c1	9	-5	-27	-4	-1	9	-2	7	-2	-5	-3
O=C(O)c1ccc2c(c1)ncn2C1CCCCCC1	19	0	-1	4	-1	19	-2	-2	0	10	-5
O=C(Nc1cccnc1)c1cn(-c2ccccc2)nc1-c1cccs1	8	-1	-15	-5	-4	3	4	-38	3	-41	-25
COc1ccccc1N1CC(C(=O)Nc2ccccc2N2CCCC2)CC1=O (stereo not given)	-4	12	14	18	15	7	0	8	-3	-1	-4
O=C1CCC[C@@H]2Cc3nc4ccc(O)cc4cc3[C@@H]3CCN1[C@H]23	8	-8	-6	-18	-11	-9	11	8	3	-34	-5
O=C(O)COCC(=O)N1CCN(C(c2ccccc2)c2ccccc2)CC1	-11	3	-4	2	-2	-8	6	11	-4	10	9
Cc1cc(C(=O)N2CCN(c3ncccn3)CC2)c(C)o1	3	3	1	-15	6	8	-1	3	9	-7	-35
CCOc1ccc(CN(CCC#N)C(=S)NC(=O)c2ccccc2)cc1	14	-12	-2	-14	-1	-5	2	-1	-1	-9	-2
O=C(CN1C(=O)NC2(CCCc3ccccc32)C1=O)c1ccc(Br)cc1 (stereo not given)	12	6	-9	-17	-12	-2	9	-4	-8	-7	-24
CCOC(=O)C1=C(C)NC(C)=C(C(=O)OCC)C1C(=O)OCC(=O)NC(C)C	21&-9	-9&-7	-6&20	-6&17	5&-1	13&29	3&0	7&-19	1&-2	7&8	-38&10
COC(=O)Cc1ccc(NC(=S)N2CCCC(C)C2)cc1 (stereo not given)	12	-2	11	1	2	-9	1	11	3	3	-4
C=CCn1c(SCCNC(C)=O)nc2cc(-c3ccccc3)sc2c1=O	-6	-3	-7	13	-3	-19	9	-14	2	-34	-67
CC(C)CCN1CCN(Cc2cnc(-c3ccccc3)s2)CC1CCO (stereo not given)	-8	0	6	10	3	-16	-3	12	-5	14	-2
COc1ccccc1[C@H]1C(c2cccc(Cl)c2)=NN(c2ccccc2)[C@@H]1CO	-3	37*	/	-14	-11	24	6	/	1	-6	7
Cc1c(C(=O)Nc2cccc(S(=O)(=O)N3CCOCC3)c2)oc2ccc(Br)cc12	-29	10	-5	-5	-7	-30	2	5	-14	10	-2
O=C(O)c1cocc1C(=O)O	5	-8	2	5	3	-14	2	-4	-8	3	-15
COc1cccc(CN(C)C(=O)CC2C(=O)NCCN2C2Cc3ccccc3C2)c1 (stereo not given)	11	-11	0	2	6	6	0	8	6	-1	-7
COC1=CC(=O)OC(c2cccc(Cl)c2)C1 (stereo not given)	18	0	-30	/	-2	/	0	-16	/	/	/
CCCCNC(=O)C(NC(=O)Cc1cc(C(F)(F)F)cc(C(F)(F)F)c1)C(=O)c1ccccc1 (stereo not given)	10	-4	7	/	-5	/	-5	-1	/	/	/
CSc1cccc(NC(=O)C2CCCN2S(=O)(=O)c2ccc(Br)s2)c1 (stereo not given)	4	-12	18	17	-3	-9	0	10	-2	-10	-16
Cn1nc(C(F)(F)F)c(-c2ccc(Br)cc2)c1NC(=O)CSCC(=O)O	8	-5	-7	16	-4	4	-3	-5	-4	-6	8
C=CCc1cc(C(=O)N2CCCCC2)ccc1O	-6	-7	17	38	4	14	-6	25	2	19	20
Cc1ccccc1OCCn1ccnc1	-3	3	-8	-1	2	3	-7	-9	-10	10	-13
CCOc1ccc(N(CC(=O)NC2CCCCC2)S(=O)(=O)c2ccc(C)cc2)cc1	-4	3	10	2	-8	0	5	7	0	1	-21
COc1cc(CN2CCN(c3cccc(C)c3C)CC2)cc(OC)c1O	8	-6	-12	-2	-6	9	-1	8	-6	1	12
CNCC[C@H](Oc1cccc2ccccc12)c1cccs1	8	-8	-1	13	13	-24	42	0	6	5	16
Cc1ccc(C(=O)Cn2cccn2)cc1	-5	4	-3	3	-5	-1	-2	-19	0	-19	-29
O=C(OCC(F)(F)C(F)F)c1ccccc1C(=O)Oc1ccc(F)cc1F	18	2	1	-3	2	-24	9	-7	-3	4	-24
O=C(CNC(=O)c1ccccc1F)OCn1nnc2ccccc2c1=O	3	1	2	14	8	15	-2	-9	12	-1	-18
CCCn1c(SCC(=O)NC(C)C23CC4CC(CC(C4)C2)C3)n[nH]c1=O (stereo not given)	16	-11	-11	9	-7	-14	1	-6	2	9	2
COc1ccc(-n2c(SCC(=O)Nc3ccccc3OC)nc(O)c(Cc3ccccc3)c2=O)cc1	5	-5	-3	2	5	9	1	-6	1	39	-7
CC(Sc1nc2cc(Cl)ccc2s1)C(=O)Nc1ccc2c(c1)OCO2 (stereo not given)	-18	-7	-34	-32	-2	-10	-2	-11	-10	-49	-26
c1ccc(-c2c[n+]3c(n2-c2ccccc2)CCC3)cc1	10	-8	13	12	1	10	6	9	-10	-9	-22
CCCc1nc2c3ccccc3ccn2c1Cc1cccc(Cl)c1	-33	-4	-58	-62	-3	-22	-3	-44	/	-55	-88
CN(C(=O)c1cccs1)c1ccccc1C(=O)O	8	-7	2	-12	0	-5	-2	3	0	9	14
CCNC(=O)C1CCCN(C(=O)c2ccc(OC)cc2OC)CC1 (stereo not given)	1	-3	-2	-3	5	5	6	-6	/	-8	10
CN(C(=O)c1ccc(NC(=O)Cc2ccc(NC(=O)C3CCN(C(=O)C4CCCCC4)CC3)cc2)cc1)C1CC1	4	-13	-3	-7	9	-38	15	13	-1	-19	-11

5 compounds drawn at random from the list so far, as already listed:
SMILES	NR5A2 inv ag	NOD2-RIPK2 inh	NCOA2 inhibitor	NCOA3 inh	ABHD5-PLIN5 inh	TWEAK Fn14 block	Granule exo inh	NR2F2 inh	TLR9-MyD88 block	TROY signal inh	SRC1 inh
CSc1cccc(NC(=O)C2CCCN2S(=O)(=O)c2ccc(Br)s2)c1 (stereo not given)	4	-12	18	17	-3	-9	0	10	-2	-10	-16
CCOc1ccc(CN(CCC#N)C(=S)NC(=O)c2ccccc2)cc1	14	-12	-2	-14	-1	-5	2	-1	-1	-9	-2
O=C(Nc1cccnc1)c1cn(-c2ccccc2)nc1-c1cccs1	8	-1	-15	-5	-4	3	4	-38	3	-41	-25
CCCn1c(SCC(=O)NC(C)C23CC4CC(CC(C4)C2)C3)n[nH]c1=O (stereo not given)	16	-11	-11	9	-7	-14	1	-6	2	9	2
O=C(O)c1ccc2c(c1)ncn2C1CCCCCC1	19	0	-1	4	-1	19	-2	-2	0	10	-5

(more compounds)
SMILES	NR5A2 inv ag	NOD2-RIPK2 inh	NCOA2 inhibitor	NCOA3 inh	ABHD5-PLIN5 inh	TWEAK Fn14 block	Granule exo inh	NR2F2 inh	TLR9-MyD88 block	TROY signal inh	SRC1 inh
COc1cc(OC)c(-c2sc(Nc3ccccc3)n[n+]2-c2ccc(F)cc2)cc1OC	9	-10	22	25	0	18	7	8	-5	5	10
CCOC(=O)C(C)Oc1ccc2c(CC)cc(=O)oc2c1C (stereo not given)	0	15	-10	-12	1	-10	0	-1	0	6	-8
Cc1c(NC(=O)OC(C)C)sc(=S)n1C	-10	4	10	0	-10	1	5	10	-1	9	16
Cc1cc(N2CCN(C3CCCC3)CC2)n2c(nc3ccccc32)c1C#N	3	-2	-5	19	0	-28	35	-8	6	4	-6
COc1ccc(CC(NC(C)=O)C(=O)NC2CCN(S(=O)(=O)c3ccccc3)CC2)cc1OC (stereo not given)	-3	-1	-1	8	-5	18	0	6	5	17	-1
C/C(=N\OC(=O)c1ccc(C)cc1)c1c(C)nc2cc(C)ccn12	-8	-7	20	18	3	16	-2	5	-6	24	-20
Cc1ccccc1S(=O)(=O)N1[C@@H](c2ccc(Cl)cc2)C(C(=O)O)=CC[C@H]1c1ccc(Cl)cc1	12	-33	-6	3	4	12	2	17	4	24	3
O=C(CSc1nc2c([nH]c3ccccc32)c(=O)n1-c1ccccc1F)NCC1CCCO1 (stereo not given)	6	-22	-7	6	4	-6	23	-22	-4	-30	-18
O=C(CCC(=O)Nc1ccccc1Cl)NNS(=O)(=O)c1ccc(Cl)cc1	1	-9	-5	8	-4	4	-3	17	-2	-6	18
CCOc1ccc(NC(=O)CSc2nc(=O)n(Cc3cccnc3)c3c2CCC3)cc1	8	11	-9	-5	-5	14	3	-15	-9	10	-26
O=C(CC(O)CCc1ccccc1)c1ccc(O)cc1 (stereo not given)	-30	-8	-10	-14	2	16	-5	1	4	-36	-81

Record cards, from the list above. Screens in order: NR5A2 inv ag, NOD2-RIPK2 inh, NCOA2 inhibitor, NCOA3 inh, ABHD5-PLIN5 inh, TWEAK Fn14 block, Granule exo inh, NR2F2 inh, TLR9-MyD88 block, TROY signal inh, SRC1 inh
Results for `COc1ccc(CC(NC(C)=O)C(=O)NC2CCN(S(=O)(=O)c3ccccc3)CC2)cc1OC` (stereo not given) : -3, -1, -1, 8, -5, 18, 0, 6, 5, 17, -1
Results for `COc1cc(OC)c(-c2sc(Nc3ccccc3)n[n+]2-c2ccc(F)cc2)cc1OC` : 9, -10, 22, 25, 0, 18, 7, 8, -5, 5, 10
Results for `O=C(CC(O)CCc1ccccc1)c1ccc(O)cc1` (stereo not given) : -30, -8, -10, -14, 2, 16, -5, 1, 4, -36, -81

Only part of the results is shown. The share of hits here may be higher or lower than overall.
